# Screens: PubChem BioAssay, several laboratories
# PPARg SRC-1 ag = promotes SRC-1 coactivator recruitment by human PPARgamma. P37231. activation, % at 8 µM. PPARgamma-SRC-1 coactivator recruitment biochemical assay. 200,000 tested, 0.41% active; in the data active means activation above about 19%;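 further: 0% = DMSO and 100% = reference agonist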
# Target sequence (P37231 whole entry, looked up): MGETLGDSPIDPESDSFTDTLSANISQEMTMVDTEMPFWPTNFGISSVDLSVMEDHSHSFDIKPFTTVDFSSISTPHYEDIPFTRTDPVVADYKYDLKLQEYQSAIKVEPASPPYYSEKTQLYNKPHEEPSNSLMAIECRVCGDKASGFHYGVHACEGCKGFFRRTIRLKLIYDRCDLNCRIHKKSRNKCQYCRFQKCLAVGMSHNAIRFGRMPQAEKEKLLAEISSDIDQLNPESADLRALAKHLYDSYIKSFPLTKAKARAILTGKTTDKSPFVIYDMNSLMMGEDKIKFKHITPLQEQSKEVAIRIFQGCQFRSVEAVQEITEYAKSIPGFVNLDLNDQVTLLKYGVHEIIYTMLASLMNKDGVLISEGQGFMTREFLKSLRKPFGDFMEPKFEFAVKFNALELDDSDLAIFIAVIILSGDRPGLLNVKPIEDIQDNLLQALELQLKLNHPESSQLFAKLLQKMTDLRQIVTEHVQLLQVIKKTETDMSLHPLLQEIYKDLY
# STAT1 blocker = inhibitors of IFN-gamma induced STAT1 signaling | NIH 3T3 STAT1-luciferase reporter, luminescence | inhibition, % at 5.5 µM | 200,000 tested, 0.35% active;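 active means inhibition above a set limit, the mean inhibition across all tested compounds plus 3 SD, cut at about 34% in these data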;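 further: 0% = IFN-gamma with DMSO and 100% = IFN-gamma with 300 µM nifuroxazide; values of inactives mirror those of a sister screen read the other way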
# bIAP inh = blocks bovine intestinal alkaline phosphatase activity. AID 1019. inhibition, % at 20 µM. purified bovine IAP, CDP-star luminescence, 30 min. 190,000 tested, under 10 active;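 active means over 50% inhibition of intestinal alkaline phosphatase at 20 µM in the single-dose screen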
#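 System: purified bovine intestinal alkaline phosphatase (IAP) enzyme; Input: IAP diluted 1/65,000,000 in the well; Measured by: CDP-star luminescence signal; Compound dosing: 20 µM single dose; Incubation: 30 min reaction at room temperature.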
# PPARg SRC2 recr = promotes SRC-2 coactivator recruitment by human PPARgamma; 200,000 tested, 0.34% active; activation, % at 8 µM; AID 1032; PPARgamma LBD-SRC-2 recruitment, biochemical; P37231; in the data active means activation above about 22%;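 further: 0% = vehicle and 100% = reference agonist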
# TNAP act hi DEA = increases human TNAP activity under high phosphate acceptor concentration | P05186 | purified TNAP, CDP-star luminescence, 1 M DEA, 30 min; active compounds read high; 0 = EDTA background, 1 = DMSO-only activity | activation factor at 20 µM | 200,000 tested, under 10 active | AID 1136;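 active means activation factor at least 2 at 20 µM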
#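 Test system – human TNAP · Doses – 20 µM single point · Incubation – 30 min, room temperature · Signal – luminescent substrate turnover signal · Read-out basis – activation factor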
# TR-FRET SRC-2 ct = counter-screen for PPARgamma SRC-2 recruitment agonists: TR-FRET artefact; AID 1049; TR-FRET ratio at 8 µM; active compounds read high; 200,000 tested, 0.4% active; in the data active means TR-FRET ratio above about 2000; further: inactives centre near 1500
# STAT3 blocker = STAT3 signaling inhibition | U3A cells, IL-6 STAT3-luciferase reporter, luminescence; host cell line lacks STAT1 | inhibition, % at 5.5 µM | 190,000 tested, 0.89% active | AID 862;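 active means inhibition above the mean inhibition across all screened compounds plus 3 SD, cut at about 44% in these data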;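 further: 0% = DMSO only wells and 100% = 100 µM nifuroxazide control wells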
# ROMK primary = modulates human ROMK potassium channel activity; Tet-inducible ROMK, thallium flux fluorescence; actives lie on both sides; 130,000 tested, 2% active; P48048; B-score at 10 µM;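 active means signal ratio slope over the read window, or its plate-corrected B-score, at least 3 SD from the plate mean, either direction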;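 further: B-score of the F/F0 ratio slope over 7 to 12 s after thallium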
# Target sequence (P48048 whole entry, looked up): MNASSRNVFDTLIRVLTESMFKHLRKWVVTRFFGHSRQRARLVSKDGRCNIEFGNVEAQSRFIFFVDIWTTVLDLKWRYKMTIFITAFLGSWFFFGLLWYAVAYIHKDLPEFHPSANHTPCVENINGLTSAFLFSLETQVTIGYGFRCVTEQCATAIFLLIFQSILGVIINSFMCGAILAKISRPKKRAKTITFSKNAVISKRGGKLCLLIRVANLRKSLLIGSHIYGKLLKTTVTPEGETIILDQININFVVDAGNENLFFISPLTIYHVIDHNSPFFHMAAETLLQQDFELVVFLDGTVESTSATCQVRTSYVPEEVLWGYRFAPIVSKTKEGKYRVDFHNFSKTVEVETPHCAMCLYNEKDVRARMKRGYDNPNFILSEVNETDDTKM
# bIAP activator = increases bovine intestinal alkaline phosphatase activity; activation factor at 20 µM; 200,000 tested, 0.17% active; purified bovine IAP, CDP-star luminescence, 30 min; active compounds read high; fold of DMSO-control signal, blank-subtracted;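 active means activation factor of 2 or more at 20 µM, a signal rise over negative controls twice the positive control's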
# STAT3 act = activators of IL-6 induced STAT3 signaling | 190,000 tested, 0.91% active | U3A cells, IL-6 STAT3-luciferase reporter, luminescence; 100% = signal with IL-6 EC80 alone | activation (% of control), % at 5.6 µM;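 active means activation above the screen-wide mean of compound activation plus 3 SD, cut at about 130% in these data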;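 further: 0% = background luminescence of wells with medium and substrate only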
#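 System – human U3A cells carrying STAT3-luciferase construct · Probe or stimulus – Interleukin-6, 33 ng/mL · Schedule – compound 1 h, then IL-6 6 h at 37 °C · Signal – luminescence from STAT3-driven luciferase reporter · Evaluation – percent of IL-6-only median luminescence · Benchmarks – IL-6-only high control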
# PPARg SRC3 recr = agonists of human PPARgamma SRC-3 coactivator recruitment | P37231 | biochemical PPARgamma/SRC-3 coactivator recruitment assay | activation, % at 8 µM | 200,000 tested, 0.26% active; in the data active means activation above about 23%;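 further: 0% = DMSO and 100% = reference agonist; some compounds past the cut are filed as inactive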
# Starred values were filed as active, the others as inactive; / = no result given.
SMILES,PPARg SRC-1 ag,STAT1 blocker,bIAP inh,PPARg SRC2 recr,TNAP act hi DEA,TR-FRET SRC-2 ct,STAT3 blocker,ROMK primary,bIAP activator,STAT3 act,PPARg SRC3 recr
COc1ccc(N2C(=O)CC(Sc3nc4ccccc4s3)C2=O)cc1OC (centres undefined),4,-3,1,-2,1,1406,-4,0.21,1,105,1
COC(=O)C1=C(C)NC2=C(C(=O)CC(C)(C)C2)C1c1ccccn1 (centres undefined),-2,1,9,0,1,1519,7,0.52,0.9,97,5
Cc1ccc(-c2noc(CCCOc3ccc(Cl)cc3Cl)n2)cc1,2,-1,/,-1,1.1,1587,0,/,0.5,103,-8
CCCCCCn1c(N2CCC(C)CC2)nc2c1c(=O)[nH]c(=O)n2C,-1,-8,-12,6,1,1704,-13,/,1.1,113,-3
O=C(c1ccc(Cl)cc1)N(c1ccccn1)C1CCCCC1,14,10,5,16,1,1666,17,-0.0057,0.9,93,5
COC(=O)c1sccc1NC(=O)c1ccc2c(c1)OCO2,5,1,4,3,1,1764,-31,0.24,1,126,5
CCOC(=O)C(NC(=O)CC(C)C)(Nc1sc(C)c(CC)c1C#N)C(F)(F)F (centres undefined),8,6,8,8,1,1628,7,0.52,0.9,94,4
O=C(CN1C(=O)C(=O)c2ccccc21)NCCc1ccccc1,4,12,1,16,1,1940,-6,0.41,1,105,5
CC(=O)Oc1ccc(C(=O)NCCc2ccccc2)cc1,7,-4,1,-2,1,1823,38,0.0055,1,71,2
CN(C(=S)Oc1ccc(C(=O)Nc2ccccc2)cc1)c1ccccc1,-3,12,-1,0,1,1588,-7,0.28,1,106,0
COc1cc(C(=O)NC(=S)Nc2ccc3oc(=O)ccc3c2)cc(OC)c1OC,14,0,8,1,1,1448,16,/,0.9,91,5
Cc1cc(Nc2ccc(F)cc2Cl)n2nc(C)nc2n1,4,-1,-3,-2,1.1,1516,5,/,1,103,-15
Cc1cc(C)n(-c2ccc(C(=O)OCC(=O)Nc3ccc(S(=O)(=O)N4CCOCC4)cc3)cc2)n1,-2,10,-5,-5,1.1,1495,17,/,1,90,0
Cc1ccnc(NC(=O)C2CCCN(S(=O)(=O)c3cnc[nH]3)C2)c1 (centres undefined),-6,-3,-18,-3,1,1395,10,/,1.2,96,3
CC(NC(=O)COC(=O)CCc1ccc(S(=O)(=O)N2CCOCC2)cc1)C1CC2CCC1C2 (centres undefined),-12,4,3,2,1,1499,4,-0.11,1,99,3
CN(C(N)=S)c1ccccc1,2,-7,12,2,1,1516,11,1.3,0.9,96,10
NC(=O)c1ccc(Oc2ncc(C(F)(F)F)cc2Cl)cc1,5,-8,-2,0,1,1561,11,-0.19,1,96,-1
O=C(CSC(=S)N1CCN(c2ccccc2)CC1)Nc1nc(-c2ccccc2)c(-c2ccccc2)o1,8,6,-123,0,1,1629,18,/,2.2*,86,2
Cc1nc2oc3c(NCc4ccccc4)ncnc3c2c2c1COC(C)(C)C2,-3,-12,-5,-5,1,1356,18,-0.83,1.1,91,-3
Cc1ccc2c(c1)C(c1ccc(F)cc1)N(C(=O)c1cc3ccccc3oc1=O)CC(=O)N2 (centres undefined),1,-3,-6,9,1,1720,0,0.15,1.1,100,6
CSc1ccc(/C=C/C(=O)NC(=O)c2ccccc2O)cc1,0,3,0,4,1,1512,26,0.6,1,79,10
CC(C(=O)NCCc1ccc(F)cc1)N1CCN(Cc2ccccc2)CC1 (centres undefined),6,-5,3,-4,1,1647,-2,-0.75,1,110,4
Cc1ccc(-c2nc(NC(=O)CSc3nnnn3-c3ccccc3)ns2)cc1,10,-3,6,20,1,1689,2,/,0.9,99,18
O=C(COC(=O)c1ccc(O)cc1)Nc1ccc(OC(F)F)cc1,5,-3,5,-6,1.1,1686,0,-0.31,1,106,-3
C/C(=C\C(=O)OCC(=O)NCc1ccccc1)C(=O)OCC(=O)NCc1ccccc1,-6,2,8,-4,1,1399,3,0.79,0.9,101,-2
Cc1ccc2ncnc(NCCC(=O)O)c2c1,1,-2,-2,5,1,1462,-1,0.44,1,103,16
O=S(=O)(Oc1ccccc1/C=N/n1cnnc1)c1ccccc1,0,0,-2,-2,0.9,1696,7,0.39,1,100,1
COC(=O)c1cc2c(ccn2-c2ccc(F)cc2)n1Cc1ccc(OC)cc1,-2,-7,-13,-1,1,1608,-13,-0.22,1.1,108,1
COc1cc(NC(=S)N2CCN(c3ccccn3)CC2)c(OC)cc1Cl,-5,-10,-4,-1,1.1,1450,-10,-0.75,1,106,8
COc1ccc(OCc2nnc(SCC(N)=O)n2N)cc1,0,-6,12,2,1.1,1364,1,0.5,0.9,99,-1
O=[N+]([O-])c1ccc(Oc2ccc(C(F)(F)F)cn2)cc1,1,-48,12,-6,1,1441,10,-0.04,0.9,95,-4
Cc1ccc(NC(=O)C(=O)NCCc2c[nH]c3ccccc23)cc1C,-2,14,-7,-2,1,1548,-2,-0.12,1.1,108,-1
COc1ccc(Cc2n[nH]c(=S)n2-c2ccc3c(c2)OCCO3)cc1,4,-4,-16,14,1,1768,7,0.11,1.2,100,6
COC(=O)CN1C(=O)CC(C)(C)Sc2ccccc21,3,0,9,5,1,1411,-7,0.14,0.9,106,3
CCOC(=O)N1CCN(C(=O)CS(=O)(=O)c2cn(Cc3ccc(Cl)cc3)c3ccccc23)CC1,0,0,-4,-3,1,1373,7,/,1,102,5
CCCC(c1nnnn1CCc1ccccc1)N1CCC(C(N)=O)CC1 (centres undefined),-4,-6,13,6,1,1541,5,0.43,0.9,99,8
CN(C1CCCCC1)S(=O)(=O)c1ccc(S(=O)(=O)N2CCN(C(=O)c3ccccc3F)CC2)cc1,-2,5,5,1,1,1553,1,-2.5,1,99,-5
O=C(COC(=O)c1cn(-c2ccccc2)nc1-c1ccc(F)cc1)Nc1ncc(Cl)cc1Cl,14,-1,20,11,1,1611,-2,/,0.8,98,0
COCCNC(=O)CSc1ccccc1C(=O)NCC1CCCCC1,8,2,1,-1,1,1640,-1,-0.079,1,102,-2
CCCCCCCCCC(=O)Nn1cnc2ccccc2c1=O,2,8,2,6,1.1,1501,3,1.2,1,99,6
Cc1cc(C)n(-c2nc3ccccc3c(=O)n2OCC(=O)Nc2c(C)cccc2C)n1,-6,-4,6,0,1.1,1465,2,/,0.9,103,12
COc1ccccc1N1CCN(C(=O)Cn2nnc(-c3cccs3)n2)CC1,7,0,-4,14,1,1822,6,/,1,101,4
CC1=NN(C(=O)Cn2nc([N+](=O)[O-])cc2C)C(O)(C(F)(F)F)C1 (centres undefined),-3,2,17,-9,1,1406,10,0.42,0.8,92,7
Cc1c(Cl)cccc1N1C(=O)CC(N(O)c2ccccc2)C1=O (centres undefined),0,2,26,0,1,1616,14,0.71,0.7,91,4
COc1ccc(C(=O)Nc2cccc(N(C)S(C)(=O)=O)c2)cc1OC,6,-18,11,3,1,1553,-7,/,0.9,108,12
O=C(c1ccco1)N1N=C(c2ccc(Cl)cc2)CC1(O)C(F)(F)F (centres undefined),5,-3,-10,3,1,1680,5,-0.05,1.1,102,6
CCOC(=O)C1CCN(C(=O)c2cccs2)CC1,4,0,-25,-6,1.1,1193,7,0.71,1.3,98,2
CCOC(=O)Cc1nnc(Nc2cccc(O)c2)c2ccccc12,0,-1,11,1,1,1505,16,0.95,0.9,86,4
Cn1c(SCC(=O)N2CCOCC2)nc2cccnc21,-4,1,-1,-10,1,1562,6,-0.019,1,97,-7
CCOc1cc(/C=N/N=C2/NC(=O)C(CC(=O)O)S2)ccc1OCc1ccc(Cl)cc1 (centres undefined),-7,-1,-9,-4,1,1458,-4,-0.019,1.1,110,-2
Cc1ccc(C(C(=O)NC(C)(C)C)N(Cc2ccco2)C(=O)CCC(=O)Nc2nccs2)cc1 (centres undefined),2,-6,/,4,/,1500,1,/,/,102,-3
Cc1nc2nc(COc3ccccc3)[nH]n2c(=O)c1Cc1ccccc1,0,5,-1,-3,1,1662,14,/,1,92,2
COc1ccc(-c2nc(CN(Cc3cnn(C)c3)C(C)C)c(C)o2)c(OC)c1,-2,3,1,12,1,1617,8,0.46,1,98,3
CCOC(=O)C(CC)/C(C)=N\NC(=O)c1ccccc1O (centres undefined),-3,-6,-8,0,1,1608,-3,/,1.1,105,4
Cc1cccc2nc(CSc3ccccc3N)cn12,-2,-44,/,-2,/,1511,5,/,/,98,-4
Nc1ccc2c(c1)Cc1cc([N+](=O)[O-])ccc1-2,20,-40,-11,11,0.9,2054*,-6,-1.3,1.1,106,3
CSc1ccc(Cl)c(C(=O)OCC(=O)N(C)CCC#N)c1,6,2,-2,-1,1.1,1664,13,0.72,1,91,1
COCCSc1nnc(NS(=O)(=O)c2ccccc2)s1,0,6,2,4,1,1585,12,-0.31,1,97,8
CC12CCC(c3c(C(=O)O)nn(-c4ccc(F)cc4)c31)C2(C)C (centres undefined),11,0,7,7,1,1529,-3,0.81,0.9,103,-5
CC(C)(C)n1nnnc1C(c1ccc(C(F)(F)F)cc1)N(Cc1ccc(F)cc1)Cc1ccco1 (centres undefined),6,7,8,5,1,1872,8,/,0.9,97,-2
CC1CCCCC1NC(=O)CCCCCn1c(=S)[nH]c2ccccc2c1=O (centres undefined),9,8,4,-4,1,1670,9,-0.13,1,95,-3
COc1ccc2oc(=O)c(/C(C)=N/Nc3ccccc3)cc2c1,13,7,12,2,1,1684,3,0.55,0.9,99,-2
CCOc1ccccc1NC(=O)NCCC1=CCCCC1,0,-1,-9,0,1.1,1547,25,-0.38,1.1,85,1
